Gli-Sufu block = Gli-Sufu pathway antagonism; Sufu-KO-LIGHT fibroblasts, Gli luciferase reporter luminescence; inhibition, % at 5 µM; 340,000 compounds, 0.74% hits;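 active = inhibition above about 55%, limit read from the data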;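 note: 0% = DMSO-treated cells and 100% = wells with medium but no cells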
EBI2 block = antagonists of human EBI2 receptor | P32249 | EBI2 beta-arrestin recruitment, luminescence, 7a,25-OHC stimulated | inhibition, % at 5 µM | 360,000 compounds, 0.81% hits; in the data active = inhibition above about 38%;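 note: enzyme fragment complementation signal reports receptor beta-arrestin coupling in cells; 0% = agonist plus DMSO wells and 100% = wells without agonist; some results beyond the cut were filed as inactive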
Target sequence (P32249 whole entry, looked up, the tested form may be a part): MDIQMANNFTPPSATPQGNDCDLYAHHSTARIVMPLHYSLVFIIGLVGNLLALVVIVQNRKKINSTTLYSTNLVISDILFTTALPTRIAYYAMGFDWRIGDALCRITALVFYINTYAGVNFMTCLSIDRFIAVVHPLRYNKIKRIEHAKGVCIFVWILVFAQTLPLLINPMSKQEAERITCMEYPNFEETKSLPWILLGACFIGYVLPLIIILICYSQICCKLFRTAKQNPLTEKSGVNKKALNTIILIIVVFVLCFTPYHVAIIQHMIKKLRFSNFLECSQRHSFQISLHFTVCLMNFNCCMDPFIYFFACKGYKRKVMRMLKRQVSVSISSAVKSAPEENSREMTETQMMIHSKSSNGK
697 NFkB inh = lowers PMA/ionomycin-induced NF-kB signal in 697 B cells | 697 B-cell NF-kB luciferase reporter, 16 h | 330,000 compounds, 0.33% hits | AID 435022 | inhibition, % at 4 µM; in the data active = inhibition above about 35%
CCR6 antagonist = antagonists of human CCR6 receptor. P51684. CHO-K1 CCR6 PathHunter beta-arrestin, luminescence, CCL20-stimulated. inhibition, % at 20 µM. 340,000 compounds, 0.49% hits. AID 493098;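 active = compounds whose inhibition of the agonist-driven luminescence signal at 20 µM reaches about 50%, limit read from the data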;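 note: cells stimulated with CCL20 at 14 nM final; plate controls were DMSO with CCL20 for no effect and DMSO without agonist for full effect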
Target sequence (P51684 whole entry, looked up): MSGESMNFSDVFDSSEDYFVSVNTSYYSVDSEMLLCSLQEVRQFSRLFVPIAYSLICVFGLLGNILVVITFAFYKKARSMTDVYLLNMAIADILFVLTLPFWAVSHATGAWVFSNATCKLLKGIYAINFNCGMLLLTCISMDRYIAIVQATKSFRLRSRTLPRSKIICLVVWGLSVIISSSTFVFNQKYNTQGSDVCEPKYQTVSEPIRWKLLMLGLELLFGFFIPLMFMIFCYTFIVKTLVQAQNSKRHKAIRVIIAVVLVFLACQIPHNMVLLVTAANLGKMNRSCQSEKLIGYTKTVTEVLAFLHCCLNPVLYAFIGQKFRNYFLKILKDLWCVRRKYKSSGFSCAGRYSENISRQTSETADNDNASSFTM
UBC13 polyUb = human UBC13 polyubiquitination inhibition; P61088; UBC13 polyubiquitin chain formation, TR-FRET; inhibition, % at 20 µM; 330,000 compounds, 0.47% hits; AID 485273; in the data active = inhibition above about 45%, passing the limit was not always enough
Target sequence (P61088 whole entry, looked up): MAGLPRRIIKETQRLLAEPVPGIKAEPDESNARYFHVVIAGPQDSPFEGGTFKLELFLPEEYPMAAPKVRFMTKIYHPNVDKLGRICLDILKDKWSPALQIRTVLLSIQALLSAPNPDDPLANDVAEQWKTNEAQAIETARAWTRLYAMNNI
Apaf1 inhib = human Apaf-1 inhibition; O14727; 330,000 compounds, 0.71% hits; reconstituted apoptosome caspase-3 activity, DEVD-Rh110 fluorescence; AID 489030; inhibition, % at 20 µM; active = inhibition of at least 40% at 20 µM;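 note: plate controls were DMSO wells for no effect and DEVD-CHO caspase inhibitor wells for full effect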
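System: Apoptosome proteins | Medium: Hepes pH 7.5 with detergent and BSA | Also added: Cytochrome c trigger plus (Z-DEVD)2-Rh110 caspase-3 substrate | Incubation: 30 min compound preincubation, 50 min activation, room temperature | Detection: Rhodamine 110 fluorescence at Ex 480/Em 540 nm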
Jurkat NFkB inh = lowers PMA/ionomycin-induced NF-kB signal in Jurkat cells; PMA/ionomycin-induced NF-kB luciferase reporter, luminescence; inhibition, % at 4 µM; 330,000 compounds, 0.53% hits; AID 435003
SENP8 inh = inhibitors of human SENP8 protease; inhibition, % at 10 µM; purified SENP8, Z-RLRGG-aminoluciferin cleavage, luminescence; 330,000 compounds, 1.2% hits; AID 2540; Q96LD8
* marks the source's active call; other numbers are inactive results. Cut-off read from the data, not from the text of the source, unless noted: active = inhibition above about 50%; inactive = the rest. Not all compounds are listed (hit frequency here may not be typical).

[1] CCCCN1C(=O)C(=O)N(CC(=O)c2ccc3c(c2)OCO3)C1=O
[2] O=C(c1cccs1)N1CCCC(N2CCN(c3cccc(C(F)(F)F)c3)CC2)C1 (centres undefined)
[3] CN1CCN(C(=O)C2=C[C@H](c3ccc(C(F)(F)F)cc3)C[C@H](OCCCCO)O2)CC1
[4] O=C(Nn1cnnc1)c1ccc([N+](=O)[O-])cc1
[5] O=C(Nc1cccc(S(=O)(=O)N2CCCCC2)c1)C1=NN(c2ccccc2)C(=O)CC1
[6] CC1=C(C(=O)OC(C)C)C(c2cccnc2)n2ncnc2N1 (centres undefined)
[7] COC(=O)c1cc(C)sc1NC(=O)CSc1ncccn1
[8] CCn1c(SCC(=O)Nc2cc(C)on2)nnc1-c1ccncc1
[9] CN(C)CCCN1c2ccccc2CCc2ccc(Cl)cc21
[10] O=C(O)c1cc(N/N=C/c2ccc(OCc3ccccc3)cc2)ccc1Cl
compound no.,1,2,3,4,5,6,7,8,9,10
Gli-Sufu block,-11,18,1,-2,-8,14,4,9,-3,-44
EBI2 block,7,8,2,0,-3,-6,-3,-7,2,-3
697 NFkB inh,-13,17,-2,9,14,3,-24,-2,-34,-70
CCR6 antagonist,10,22,10,-1,6,18,5,0,16,-5
UBC13 polyUb,-8,-4,1,-3,-7,6,-2,-2,20,-9
Apaf1 inhib,4,3,7,4,-6,6,9,-4,31,-1
Jurkat NFkB inh,-11,11,4,-1,2,-10,0,2,-3,-66
SENP8 inh,0,5,-15,-11,4,-5,1,0,-4,72*

[11] Cc1ccc(NC(=O)CN2CCN(c3ccccn3)CC2)c(Cl)c1
[12] COC(=O)/C(C#N)=C/c1c[nH]c2ccccc12
[13] COc1cc(C(=O)NCC(=O)N2CCN(S(=O)(=O)c3ccccc3)CC2)cc(OC)c1OC
[14] CN(c1ccccc1)S(=O)(=O)c1nnc(NC(=O)c2ccco2)s1
[15] CC(C(=O)N(C)CC(=O)Nc1ccccc1C(F)(F)F)N1C(=O)c2ccccc2C1=O (centres undefined)
[16] S=C(NC1CCCCC1)N1CCCCC1
[17] Cc1c(O)c(=O)n(-c2ccccc2)n1C
[18] CSc1ccc(S(=O)(=O)Nc2c(C)cccc2C)cc1
[19] CCOc1ccc(NC(=O)CN(C)C(=O)CCc2ccccc2Cl)cc1OCC
[20] COc1ccc(-c2cc(-c3ccco3)[nH]c(=O)c2C#N)cc1OC
compound no.,11,12,13,14,15,16,17,18,19,20
Gli-Sufu block,3,-8,-1,3,-12,7,6,5,21,4
EBI2 block,5,-7,-10,8,7,-7,-4,13,-2,-4
697 NFkB inh,-5,-1,-4,5,19,3,25,25,8,18
CCR6 antagonist,11,15,7,0,8,2,7,16,6,-18
UBC13 polyUb,-9,-24,-1,-3,14,-6,2,4,-2,-3
Apaf1 inhib,14,-3,6,-10,-8,-15,-14,-15,2,10
Jurkat NFkB inh,-4,-16,8,6,1,-7,1,10,-12,5
SENP8 inh,-11,-6,-12,6,46,1,7,1,5,2

[21] Cc1ccc(N=Cc2c(C)[nH]n(-c3nc4ccccc4[nH]3)c2=O)cc1
[22] CC(C(=O)Nc1ccccn1)c1ccccc1 (centres undefined)
[23] CCc1ccc(OCC(=O)NNC(=O)c2cc3ccccc3o2)cc1
[24] O=C(NCc1ccco1)c1ccc2[nH]c(=O)c(=O)[nH]c2c1
[25] CCOC(=O)C1=C(CC)OC(N)=C(C#N)C1c1ccc(F)cc1F (centres undefined)
[26] Cc1ccccc1-n1nnnc1SCCCC(=O)c1ccc(F)cc1
[27] COc1ccc(S(=O)(=O)NN(C)c2nc(C(F)(F)F)nc3ccccc23)cc1
[28] Cc1snc(SCC(=O)N/N=C(\N)COc2ccc(F)cc2)c1C#N
[29] COC(=O)Cc1cc(=O)[nH]c(/N=C(\N)Nc2ccccc2)n1
[30] COCCN(CC(=O)NC1CCCCC1)C(=O)c1csnn1
compound no.,21,22,23,24,25,26,27,28,29,30
Gli-Sufu block,22,13,-1,30,-2,-4,22,-1,-5,5
EBI2 block,-5,-1,28,-9,4,6,-4,4,-10,-8
697 NFkB inh,-8,-1,6,4,0,17,-8,11,7,6
CCR6 antagonist,19,4,9,11,0,-4,-3,-6,-13,6
UBC13 polyUb,-28,1,-1,0,10,13,-7,10,17,1
Apaf1 inhib,-5,-10,15,0,1,2,2,4,-4,3
Jurkat NFkB inh,-2,0,-9,13,-2,2,-4,0,-1,0
SENP8 inh,86*,-6,5,1,-6,-10,-2,1,-1,-3

[31] CCOc1ccc2nc(N3CCCC(C(=O)NCCCN4CCOCC4)C3)sc2c1 (centres undefined)
[32] CCN(C(=O)CCS(=O)(=O)c1cccc2nsnc12)c1cccc(C)c1
[33] COc1ccc2oc(C(=O)N3CCN(C(=O)c4ccco4)CC3)c(C)c2c1
[34] CCn1c(=O)c2sccc2n2c(CCCC(=O)N3CCN(c4ccccn4)CC3)nnc12
[35] CC1(C)CN(O)CCN1O
[36] CCOc1ccccc1Nc1nc(N)nc(CN(C)C2CCCCC2)n1
[37] CN1CC(c2ccccn2)C2(SC(=S)N(Cc3ccccc3)C2=O)C12C(=O)Nc1ccccc12 (centres undefined)
[38] Cc1ccc(-n2c(C(C)C)nc3oc4ccccc4c(=O)c3c2=O)cc1
[39] COc1ccc(OCC(=O)Nc2ccccc2C(=O)NC(C)C)cc1
[40] COc1cc(OC)cc(C(=O)NNC(=O)C(=O)Nc2cc(OC)c(Cl)cc2OC)c1
compound no.,31,32,33,34,35,36,37,38,39,40
Gli-Sufu block,-12,-9,-3,-28,-5,0,5,-5,0,-15
EBI2 block,4,-13,14,-11,-14,-7,-22,4,-1,2
697 NFkB inh,-18,-9,3,9,-24,-3,6,-138,-44,-42
CCR6 antagonist,3,3,-1,1,10,-6,16,0,9,15
UBC13 polyUb,4,5,21,-1,-6,7,-5,-1,-9,-20
Apaf1 inhib,0,11,3,-1,-8,-9,1,-7,1,22
Jurkat NFkB inh,-10,-10,-9,2,-9,0,9,-198,-1,-5
SENP8 inh,-1,-7,5,-10,-1,2,-2,-2,-5,-1

Molecules listed so far with an aryl methoxy group (six):
[13] COc1cc(C(=O)NCC(=O)N2CCN(S(=O)(=O)c3ccccc3)CC2)cc(OC)c1OC
[20] COc1ccc(-c2cc(-c3ccco3)[nH]c(=O)c2C#N)cc1OC
[27] COc1ccc(S(=O)(=O)NN(C)c2nc(C(F)(F)F)nc3ccccc23)cc1
[33] COc1ccc2oc(C(=O)N3CCN(C(=O)c4ccco4)CC3)c(C)c2c1
[39] COc1ccc(OCC(=O)Nc2ccccc2C(=O)NC(C)C)cc1
[40] COc1cc(OC)cc(C(=O)NNC(=O)C(=O)Nc2cc(OC)c(Cl)cc2OC)c1
compound no.,13,20,27,33,39,40
Gli-Sufu block,-1,4,22,-3,0,-15
EBI2 block,-10,-4,-4,14,-1,2
697 NFkB inh,-4,18,-8,3,-44,-42
CCR6 antagonist,7,-18,-3,-1,9,15
UBC13 polyUb,-1,-3,-7,21,-9,-20
Apaf1 inhib,6,10,2,3,1,22
Jurkat NFkB inh,8,5,-4,-9,-1,-5
SENP8 inh,-12,2,-2,5,-5,-1

The results go on:
[41] CCCn1c(SCC(=O)Nc2nc(-c3ccc(OC)cc3)cs2)nc2c1c(=O)n(C)c(=O)n2C
[42] O=C1CCC([N+](=O)[O-])C(c2ccc(C(F)(F)F)cc2)N1 (centres undefined)
[43] Cc1nc2ccccc2n1C(=O)c1ccc(Cl)cc1[N+](=O)[O-]
[44] COc1ccc(OCc2cc(C(=O)N(C)Cc3nccn3C)no2)c2ccccc12
[45] COc1ccc(-c2csc3ncnc(N4CCN(c5cccc(OC)c5)CC4)c23)cc1
[46] COCCCN(C(=S)NC(=O)c1ccc(Br)cc1)c1c(N)n(Cc2ccccc2)c(=O)[nH]c1=O
[47] CC1(C)C=Cc2cc(-c3coc4cc(O)cc(O)c4c3=O)cc(O)c2O1
[48] COC(=O)c1cc(C(=O)OC)cc(N2C(=O)CC(NNC(=O)c3ccccc3Br)C2=O)c1 (centres undefined)
[49] Cc1ccccc1NC(=O)Cc1nc(COC(=O)c2cc([N+](=O)[O-])ccc2NCCO)cs1
[50] COc1cc(C(=O)NC(c2ccccc2)c2ccccc2)cc(OC)c1C
compound no.,41,42,43,44,45,46,47,48,49,50
Gli-Sufu block,59*,1,4,7,-5,2,-42,-1,7,-13
EBI2 block,-20,-7,-5,-6,20,12,6,-9,-14,0
697 NFkB inh,-24,10,-29,-3,-55,17,-2,7,1,9
CCR6 antagonist,-3,4,-2,2,20,22,-12,1,26,-9
UBC13 polyUb,-10,-10,-7,0,-6,-16,-7,3,-1,-6
Apaf1 inhib,3,-2,4,28,11,7,-4,-8,6,5
Jurkat NFkB inh,15,7,-11,-12,4,-13,-22,5,13,3
SENP8 inh,5,-2,-10,1,2,0,-13,0,-6,3

[51] COc1ccc(-c2cc(=O)c3c(O)c(OC)c(O)cc3o2)cc1
[52] CCOc1ccc(C(=O)C2CCN(C(=O)c3ccc([N+](=O)[O-])cc3)CC2)cc1
[53] CCOC(=O)N1CCN(CC(=O)c2c(C)[nH]c3ccccc23)CC1
[54] Cc1ccc(C)c(NC(=O)C(=O)NCCCN2CCOCC2)c1
[55] COc1ccc(Nc2nnc(SCc3cc([N+](=O)[O-])cc4c3OCOC4)s2)cc1
compound no.,51,52,53,54,55
Gli-Sufu block,-47,14,0,1,7
EBI2 block,-1,84*,1,-5,19
697 NFkB inh,-188,-37,14,12,-7
CCR6 antagonist,10,-4,-5,1,10
UBC13 polyUb,3,-14,-1,2,3
Apaf1 inhib,12,14,-4,-1,8
Jurkat NFkB inh,-69,11,7,-6,13
SENP8 inh,83*,-8,-1,-7,-1

5 records drawn at random from the list so far:
[54] Cc1ccc(C)c(NC(=O)C(=O)NCCCN2CCOCC2)c1
[51] COc1ccc(-c2cc(=O)c3c(O)c(OC)c(O)cc3o2)cc1
[52] CCOc1ccc(C(=O)C2CCN(C(=O)c3ccc([N+](=O)[O-])cc3)CC2)cc1
[55] COc1ccc(Nc2nnc(SCc3cc([N+](=O)[O-])cc4c3OCOC4)s2)cc1
[53] CCOC(=O)N1CCN(CC(=O)c2c(C)[nH]c3ccccc23)CC1
compound no.,54,51,52,55,53
Gli-Sufu block,1,-47,14,7,0
EBI2 block,-5,-1,84*,19,1
697 NFkB inh,12,-188,-37,-7,14
CCR6 antagonist,1,10,-4,10,-5
UBC13 polyUb,2,3,-14,3,-1
Apaf1 inhib,-1,12,14,8,-4
Jurkat NFkB inh,-6,-69,11,13,7
SENP8 inh,-7,83*,-8,-1,-1
